NPY1 pot ag: NPY-Y1 receptor potentiators or agonists, primary screen, cell-based | NPY-Y1 expressing cells, potentiator/agonist activation | actives 0.37% (n = 220,000) | activation, % at 3.6 µM; in the data active = activation above about 33%, passing the limit was not always enough;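 also: cells stimulated with NPY at EC10 then isoproterenol at EC100; 0% = low agonist plus stimulus and 100% = saturating agonist plus stimulus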
TRPML3 agonist: human TRPML3 channel agonists, primary screen, cell-based, HEK293 TRPML3-YFP, Fluo-8 calcium fluorescence, 3 µM; actives 0.29% (n = 220,000); 100% = the carbachol control signal; activation, % at 3 µM; Mucolipin-3 (Homo sapiens), Q8TDD5;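 active = activation above its plate's cutoff, the mean activation of the plate's test wells plus 3 SD, cut at about 12% in these data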;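 also: 0% = DMSO only wells and 100% = carbachol wells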
Target sequence (Q8TDD5 whole entry, looked up): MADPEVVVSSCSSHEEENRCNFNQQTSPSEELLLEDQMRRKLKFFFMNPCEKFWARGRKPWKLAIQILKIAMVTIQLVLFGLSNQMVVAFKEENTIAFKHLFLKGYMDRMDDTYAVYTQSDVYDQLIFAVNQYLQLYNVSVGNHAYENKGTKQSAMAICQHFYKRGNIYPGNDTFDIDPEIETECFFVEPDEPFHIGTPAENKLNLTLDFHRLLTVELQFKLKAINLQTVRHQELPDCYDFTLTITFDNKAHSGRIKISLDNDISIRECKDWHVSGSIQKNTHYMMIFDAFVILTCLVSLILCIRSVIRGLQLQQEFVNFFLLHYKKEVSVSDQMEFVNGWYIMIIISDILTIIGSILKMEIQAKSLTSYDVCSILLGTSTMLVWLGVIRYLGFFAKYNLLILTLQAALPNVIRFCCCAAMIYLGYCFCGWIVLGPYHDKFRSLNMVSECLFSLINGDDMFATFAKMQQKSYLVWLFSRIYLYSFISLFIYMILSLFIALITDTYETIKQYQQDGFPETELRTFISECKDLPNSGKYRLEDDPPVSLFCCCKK
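Material: TRPML3-YFP stable HEK293 cells | Dosing: One concentration, 3 µM nominal, 0.3% DMSO | Timing: 125 s total fluorescence read per well | Technique: Fluo-8 calcium dye fluorescence, ex 470-495, em 515-575 nm | Measure: Percent activation from peak-to-basal fluorescence ratio, scaled between DMSO and carbachol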
PPC-1+TRAIL kill: compounds killing PPC-1 cancer cells with TRAIL present, primary screen, TRAIL potentiator project, ATPLite luminescence, uHTS; PPC-1 cells + TRAIL, ATPLite viability luminescence; cell killing (% activity), % at 4 µM; actives 0.41% (n = 220,000);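 active = cell killing above 50% in the first pass at 4 µM, then a duplicate retest at 5 µM averaging 50% or more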;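 also: plate controls were cells with TRAIL plus DMSO for no effect and medium-only wells lacking cells for full effect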
NPY-Y1 antag: NPY-Y1 receptor antagonists, primary screen, cell-based; actives 1% (n = 200,000); HEK293-CNG Y1 cells, membrane potential fluorescence; NPY at EC95, then isoproterenol; inhibition, % at 3.6 µM;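 active = inhibition above the campaign mean inhibition of all tested compounds plus 3 SD, cut at about 20% in these data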;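 also: 0% = DMSO wells given NPY plus isoproterenol and 100% = isoproterenol alone without NPY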
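Material: Y1- and CNG-channel-expressing HEK293 cells / Probe or stimulus: NPY 25 nM then isoproterenol 1 µM plus Ro 20-1724 25 µM / Doses: 3.6 µM single dose, DMSO 0.4% / Schedule: compound incubation 1 h at room temperature, readout 45 min post-stimulation / Signal: membrane potential fluorescence / Benchmarks: isoproterenol-only wells as full block versus NPY-plus-isoproterenol wells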
EP2 mod: EP2 receptor modulators, cAMP readout, primary screen, cell-based, HTRF cAMP, PGE2 stimulation | Prostaglandin E2 receptor EP2 subtype (Homo sapiens), P43116 | EP2-expressing cells, cAMP HTRF FRET, PGE2 co-stimulation | induction, % at 25 µM | actives 0.83% (n = 260,000);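 active = compounds whose cAMP rise, as percent of the full-agonist control response, exceeds 60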;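 also: rat C6 glioma line stably carrying human EP2 under a CMV promoter; the protocol text gives 20 µM as final concentration; 100% = response of wells given 1 µM PGE2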
Target sequence (P43116 whole entry, looked up): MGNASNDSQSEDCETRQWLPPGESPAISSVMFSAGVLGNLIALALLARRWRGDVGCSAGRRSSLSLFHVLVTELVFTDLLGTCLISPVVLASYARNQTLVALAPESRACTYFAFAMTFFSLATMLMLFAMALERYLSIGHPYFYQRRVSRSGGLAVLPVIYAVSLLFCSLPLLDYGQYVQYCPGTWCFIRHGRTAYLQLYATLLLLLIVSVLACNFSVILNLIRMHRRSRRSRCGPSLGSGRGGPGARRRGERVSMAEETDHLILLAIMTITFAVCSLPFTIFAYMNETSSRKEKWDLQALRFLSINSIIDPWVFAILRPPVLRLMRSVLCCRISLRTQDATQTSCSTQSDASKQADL
zfTRPN1 agonist: zebrafish TRPN1 channel agonists, primary screen, cell-based, HEK293, calcium fluorescence | HEK293 zebrafish TRPN1-YFP, Fluo-8 calcium fluorescence; 100% = response to 87 µM carbachol | transient receptor potential cation channel N1 (TRPN1/NompC), Danio rerio | activation, % at 3 µM | actives 0.18% (n = 220,000) | AID 1424, 2008;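 active = activation above its plate's cutoff, the mean activation of test wells on that plate plus 3 SD, cut at about 19% in these data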;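 also: 0% = DMSO alone and 100% = 87 µM carbachol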
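Material – zebrafish TRPN1-YFP in HEK293 cells · Doses – 3 µM single point · Schedule – dye 1 h 37 °C plus 30 min RT · Signal – Fluo-8 calcium fluorescence, excitation 470-495 nm, emission 515-575 nm · Read-out – % activation versus carbachol response · Control set – carbachol high, DMSO low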
PGE2 EP2 inh: human EP2 receptor antagonists, primary screen, TR-FRET cAMP, C6 glioma cells; Prostaglandin E2 receptor EP2 subtype (Homo sapiens), P43116; C6 glioma cells expressing human EP2; cells stimulated with saturating PGE2; inhibition, % at 25 µM; actives 0.52% (n = 260,000); AID 1422, 2008;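 active = percent inhibition above 40 after rounding to a whole number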;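 also: rat C6 glioma host cells with rolipram phosphodiesterase inhibitor present; the protocol text gives 20 µM as final concentration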
14-3-3 Bad PPI: inhibitors of 14-3-3 zeta/Bad binding, primary screen, biochemical, TR-FRET, bovine 14-3-3 zeta; 14-3-3 protein zeta/delta (Bos taurus), P63103; TR-FRET 14-3-3zeta/Dy647-pBad peptide displacement, 1 h; inhibition, % at 21.7 µM; actives 0.71% (n = 220,000);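 active = inhibition above about 70%, limit read from the data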;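 also: 0% = full 14-3-3 plus peptide FRET controls and 100% = background without 14-3-3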
CHOP inhibitor: inhibitors of CHOP promoter induction, primary screen, cell-based, unfolded protein response, luciferase reporter; actives 3.8% (n = 220,000); inhibition, % at 10 µM; CHO-K1 CHOP-promoter luciferase, tunicamycin-induced, 15-18 h;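 active = compounds that reduced the stress-induced luciferase reporter signal by more than about 70% of percent inhibition, limit read from the data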;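 also: 0% = tunicamycin plus vehicle and 100% = wells without tunicamycin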
* hit, by the source's call; / = no result given; & = joins results of further samples; [ ] = remark or other dose. This is a subset, so the mix of outcomes need not match the whole.

SMILES	NPY1 pot ag	TRPML3 agonist	PPC-1+TRAIL kill	NPY-Y1 antag	EP2 mod	zfTRPN1 agonist	PGE2 EP2 inh	14-3-3 Bad PPI	CHOP inhibitor
CCCCCOC(=O)CSc1n[nH]c(=O)[nH]c1=O	-1	0.6	17	1	11	0.2	4	-4[fluorescence artefact?]	52
Fc1ccc(COc2ccc3ccccc3c2CNc2nn[nH]n2)cc1	-10	0.2	26	10	-24	1.4	9	-16	21
[O-]/C(=C(\C(=S)Nc1cccc2ccccc12)[n+]1ccccc1)c1ccc2c(c1)OCCO2	-21	0.4	27	6	5	-0.5	7	4	26
COc1ccc(C(=O)N/C(=C\c2cccc([N+](=O)[O-])c2)C(=O)Nc2cccc(C(=O)O)c2)cc1	17	1.2	6	4	17	0.5	4	-5	11
CCOC(=O)C(C)N1C(=O)S/C(=C/c2cc(C)n(-c3ccncc3)c2C)C1=O (configuration not stated)	8	1.7	27	1	-13	0.0	6	-14	5
Cc1ccccc1OCC(=O)OC(C)CN1CCN(C)CC1 (configuration not stated)	7	1.1	-2	-1	-5	0.9	1	59	1
CN(Cc1ccc(F)cc1)Cc1nc(-c2cnccn2)no1	-4	0.5	4	-4	20	0.9	10	-1	20
c1ccc(Cn2nnnc2C(c2cccs2)N2CCc3ccccc3C2)cc1 (configuration not stated)	-5	-0.3	30	12	52&47	-0.5	11&11	69	76*
CN(C)CCNC(=O)C(=O)c1c(-c2ccccc2)cc2ccccn12	-17	-0.7	18	10	6	-1.0	3	4	1
COC(=O)c1ccc(S(=O)(=O)N2C3CCC2CC(NC(=O)NC2CCCCC2)C3)cc1 (configuration not stated)	-15	0.9	-2	0	13	0.9	/	-8	6
CCCCOC(=O)Nc1nnc(SCCOc2ccc(C)cc2)s1	-15	0.8	13	-1	9	0.8	8	5	49
O=C(c1ccc(S(=O)(=O)N2CCOCC2)cc1)N1CCc2ccccc2C1	3	1.1	21	-1	2	3.2	8	20	-1
CCOC(=O)C1=C(CP(=O)(c2ccccc2)c2ccccc2)NC(=O)NC1c1ccc(OC)cc1 (configuration not stated)	-29	0.1	11	1	-1	1.2	11	8	2
COc1ccc(-c2ccc([C@H]3[C@H]4C=CC[C@@H](C)[C@@H]4C(=O)N3Cc3ccccc3)c(F)c2)cc1	/	/	4	/	10	/	3	-6	20
O=C(O)CCCC(=O)NCc1ccccn1	19	0.0	18	-2	24	-0.7	8	-16[fluorescence artefact?]	2
CN1CCc2nc(NC(=O)COc3ccc4ccccc4c3)sc2C1	-11	1.0	/	4	-43	0.7	5	12	7
CC(=O)Nc1cccc(Oc2ncccc2[N+](=O)[O-])c1	5	0.4	20	/	-3	-1.7	8	4	-3
CC1CN(CCOCCSc2ccccc2)CC(C)O1 (configuration not stated)	-3	1.1	6	0	8	0.4	6	2	10
CCOC(=O)c1oc2ccccc2c1NC(=O)c1ccc(Cl)s1	-11	0.1	2	0	32	1.0	9	8[fluorescence artefact?]	16
Cc1ccc(NC(=O)C(C)c2cccc(C(=O)c3ccccc3)c2)cc1O (configuration not stated)	18	3.4	7	-2	-59	5.3	12	-1[fluorescence artefact?]	65
CCOC(=O)C1=C(O)C(Nc2nc3ccccc3s2)(C(F)(F)F)N=C1C (configuration not stated)	10	-0.9	16	2	-14	-2.0	5	1	5
COc1ccc(S(=O)(=O)N(C)C)cc1NC(C)C(=O)Nc1cccc(C#N)c1 (configuration not stated)	0	0.7	3	0	-12	-0.1	6	-8	-14
COc1ccc(C(=O)Nc2ccc(Cl)cc2C(=O)NCCN2CCOCC2)cc1	6	0.3	26	2	13	0.6	19	-6	-30
COc1ccc(-n2c(C)nc3cc(C(=O)NCCN4CCOCC4)ccc32)cc1	-14	0.3	3	8	1	3.1	12	7	24
Cc1cc(C)cc(NC(=O)C(OC(=O)c2ccc([N+](=O)[O-])o2)c2ccccc2)c1 (configuration not stated)	0	-0.4	-3	3	-31	0.2	6	14	58

Retrieved by compound from the list above:
SMILES	NPY1 pot ag	TRPML3 agonist	PPC-1+TRAIL kill	NPY-Y1 antag	EP2 mod	zfTRPN1 agonist	PGE2 EP2 inh	14-3-3 Bad PPI	CHOP inhibitor
COc1ccc(S(=O)(=O)N(C)C)cc1NC(C)C(=O)Nc1cccc(C#N)c1 (configuration not stated)	0	0.7	3	0	-12	-0.1	6	-8	-14
CC1CN(CCOCCSc2ccccc2)CC(C)O1 (configuration not stated)	-3	1.1	6	0	8	0.4	6	2	10
CCOC(=O)C1=C(CP(=O)(c2ccccc2)c2ccccc2)NC(=O)NC1c1ccc(OC)cc1 (configuration not stated)	-29	0.1	11	1	-1	1.2	11	8	2
Fc1ccc(COc2ccc3ccccc3c2CNc2nn[nH]n2)cc1	-10	0.2	26	10	-24	1.4	9	-16	21

Not a retest: 2 of the compounds above.
SMILES	NPY1 pot ag	TRPML3 agonist	PPC-1+TRAIL kill	NPY-Y1 antag	EP2 mod	zfTRPN1 agonist	PGE2 EP2 inh	14-3-3 Bad PPI	CHOP inhibitor
COc1ccc(-n2c(C)nc3cc(C(=O)NCCN4CCOCC4)ccc32)cc1	-14	0.3	3	8	1	3.1	12	7	24
Cc1cc(C)cc(NC(=O)C(OC(=O)c2ccc([N+](=O)[O-])o2)c2ccccc2)c1 (configuration not stated)	0	-0.4	-3	3	-31	0.2	6	14	58

(more compounds)
SMILES	NPY1 pot ag	TRPML3 agonist	PPC-1+TRAIL kill	NPY-Y1 antag	EP2 mod	zfTRPN1 agonist	PGE2 EP2 inh	14-3-3 Bad PPI	CHOP inhibitor
COc1ccccc1N1CCN(C(=S)NC(=O)/C=C/c2ccc(F)cc2)CC1	10	-0.1	12	/	-24	-3.0	7	2	38
COc1cccc(NC(=O)Nc2ccc(C)c(Cl)c2)c1	-3	7.3	26	-4	-61	13	6	-6	88*
CN(C)/C=C/C(=O)c1c(F)cccc1F	-8	0.3	13	/	-27	-0.6	9	2	4
Cc1ccc(C(=O)NCc2ccc3c(c2)OCO3)cc1S(=O)(=O)N1CCOCC1	-43	0.5	-10	9	-30	0.2	4	-5[fluorescence artefact?]	6
COc1ccc(CCC(=O)Nc2cc(S(C)(=O)=O)ccc2Cl)cc1	-8	0.6	-4	-1	-31	-0.8	2	-5	8
COc1ccc(-c2cc(C(F)(F)F)nc(SCC(=O)NCc3ccco3)n2)cc1OC	-19	-0.2	4	4	-11	-1.2	15	7	12
Cc1ccccc1CS(=O)(=O)Cc1ccc(C(=O)NCc2cccnc2)o1	6	0.9	8	0	-6	1.0	4	-6[fluorescence artefact?]	30
COC(=O)c1[nH]c2c(c1C)C(=O)CC(c1cc(OC)ccc1OC)C2 (configuration not stated)	-57	0.4	1	20	-8	0.3	6	4[fluorescence artefact?]	/
Clc1ccc(OCCCc2nc(-c3cccnc3)no2)c(Cl)c1	-16	-1.1	13	9	-2	-3.0	1	16	43
CC1CCN(S(=O)(=O)c2ccc(C(=O)Nc3sccc3C(N)=O)cc2)CC1	15	0.6	3	-6	-16	2.3	14	-1	97*
CC(C)C(=O)NC(=S)Nc1ccc(S(=O)(=O)N2CCCC2)cc1	1	2.2	22	3	-35	1.9	7	-11	-5
O=C(NCC1CCCO1)c1onc(CSc2ccc(Cl)cc2)c1C(=O)O (configuration not stated)	-33	0.3	8	14	0	0.0	9	23	-23
C=CCSc1nsc(N)n1	25	0.8	18	6	-1&-9	0.6	7&10	-5[fluorescence artefact?]	-9
O=C1C2CSCN2C(=O)CN1CCCN1CCN(C(c2ccccc2)c2ccccc2)CC1 (configuration not stated)	-1	-0.1	6	8	15	0.5	7	-3[fluorescence artefact?]	26
Cc1ccc(Cl)cc1N=C(N)N=C(N)N	15	0.9	13	-6	-10	0.9	11	0	15
Cc1ccc(C(=O)/C=C/c2ccccc2)o1	-13	-0.2	19	-2	21	-0.7	14	-7[fluorescence artefact?]	-63
Cn1nnnc1SCc1nnc(-c2ccc(F)cc2)o1	-12	0.6	7	2	16	-0.4	9	2	-10
CNc1nc(-c2ccc(Cl)cc2)cs1	-8	-1.1	0	-1	-26&-44	-1.1	10&11	-12	-1
CC1(C)Cc2c(c(N3CCOCC3)nc3sc(C(=O)N4CCCCC4)c(N)c23)CO1	0	-0.2	21	-4	-3&-8	2.1	8&10	0	41
CC(C(=O)N1CCOCC1)c1ccc([N+](=O)[O-])cc1 (configuration not stated)	5	1.0	20	1	23	1.4	8	-5	35
c1ccc(COc2cccc(CNCc3cccnc3)c2)cc1	-32	1.1	4	2	-18	-0.1	9	0	13
O=C(CN1CCOCC1)Nc1ccc2c(c1)OCO2	4	-0.1	-1	4	10	-0.2	8	-13	7
CCOC(=O)c1cnn(-c2ccc(C(F)(F)F)cn2)c1N	-12	1.0	24	12	16	-0.4	4	2	11

Screening results from PubChem.
